Screening results: PubChem BioAssay, National Center for Advancing Translational Sciences (NCATS)
ALOX12 inh: Primary qHTS assay for inhibitors of human arachidonate 12S-lipoxygenase (ALOX12): Round 2. Polyunsaturated fatty acid lipoxygenase ALOX12 (Homo sapiens), P18054. actives 1.1% (n = 580,000). Potency, µM (series often up to 108 µM), for the others: at the highest dose activity change, negative = inhibition, most hits filed as inhibitors. purified 12hLO, xylenol orange hydroperoxide absorbance; active = well fitted inhibition curve with a large enough effect; inconclusive = small, poorly fitted or top-dose-only effect, or another doubt; inactive = no such curve, though single readings can be large or run the other way
Target sequence (P18054 whole entry, looked up): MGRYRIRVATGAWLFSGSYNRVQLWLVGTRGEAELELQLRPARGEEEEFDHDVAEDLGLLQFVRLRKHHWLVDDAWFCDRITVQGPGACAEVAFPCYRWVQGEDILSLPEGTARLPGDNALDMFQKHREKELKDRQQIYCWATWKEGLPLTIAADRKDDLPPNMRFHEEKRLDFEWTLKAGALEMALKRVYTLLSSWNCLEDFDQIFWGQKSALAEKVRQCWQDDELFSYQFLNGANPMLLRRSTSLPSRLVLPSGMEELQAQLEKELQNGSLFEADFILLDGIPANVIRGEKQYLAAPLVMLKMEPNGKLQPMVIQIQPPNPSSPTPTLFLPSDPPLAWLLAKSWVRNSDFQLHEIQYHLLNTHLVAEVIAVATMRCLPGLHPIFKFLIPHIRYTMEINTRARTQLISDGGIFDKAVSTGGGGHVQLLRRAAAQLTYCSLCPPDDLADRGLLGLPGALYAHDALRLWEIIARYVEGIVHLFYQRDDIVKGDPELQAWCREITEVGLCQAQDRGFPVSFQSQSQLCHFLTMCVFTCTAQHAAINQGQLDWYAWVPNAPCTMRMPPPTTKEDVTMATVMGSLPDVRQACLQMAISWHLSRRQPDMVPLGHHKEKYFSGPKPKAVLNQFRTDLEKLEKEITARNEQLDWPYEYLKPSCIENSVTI
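Purified human 12hLO at 150 nM in 25 mM Hepes, 0.01% Triton X-100, pH 7.0, preincubated 15 min at room temperature with compound. Reaction started with 40 uM arachidonic acid, 30 min at room temperature. Hydroperoxide measured by Fe-xylenol orange, 573/405 nm absorbance ratio.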
Active calls of the source: *; u = inconclusive; [ ] = remark or other dose. % is set by controls: 0 for no effect and ±100 for the full control effect; potency is the fitted concentration of half-maximal effect.

SMILES	ALOX12 inh
CC(C)C[C@H]1COc2cc(NCCO)ccc2S(=O)(=O)N1	u
CC(C)n1nc(C2CCOC2)nc1-c1n[nH]c2ccccc12 (stereo not given)	19%
CCOC(=O)C1(Cc2ccccc2F)CCCN(C(=O)c2coc3c2C(=O)CCC3)C1 (stereo not given)	-22%
COc1cccc(C=C2Cc3ccccc3C2=O)c1	-5%
Cc1ccc(C)c(N=Cc2ccccc2[N+](=O)[O-])c1	1%
COC(=O)c1ccc(/C=N/OCc2ccc(C(=O)OC)cc2)cc1	-54%
C=CCN(CC(F)(F)F)C(=O)c1ccc(NC(=O)NC2CC2)cc1	31%
Cc1ccc(C(=O)/C=C/c2ccc3ccccc3c2)o1	u
O=C(Cc1ccc(F)cc1)N1CCC(n2cc(-c3nc(-c4ccccc4)no3)nn2)C1 (stereo not given)	17%
CC(Sc1ncnc2nc[nH]c12)c1ccccc1 (stereo not given)	8%
O=C(NC1CCCCC1)N1CCCC(CN2CCCC2)CC1 (stereo not given)	96%[activator]
C=CCOc1cccc(NC(=O)c2cccc(OCC)c2)c1	-26%
Cn1ncc(N2CCOC(CCNc3cnc4ccccc4n3)C2)cc1=O (stereo not given)	-7%
CCOC(=O)C1(C)CCCN(C(=O)c2ccc(OC)cc2)C1 (stereo not given)	-14%
CS(=O)(=O)N(C[C@H]1O[C@@H](CC(=O)NC2CC2)[C@H](O)[C@@H]1O)C[C@H]1O[C@@H](CC(=O)NC2CC2)[C@H](O)[C@@H]1O	6%
CNC[C@H]1Oc2cc(Br)ccc2S(=O)(=O)N([C@@H](C)CO)C[C@H]1C	0%
O=[N+]([O-])c1ccc(S(=O)(=O)Nc2ccc(-c3ccccc3)cc2)cc1	-25%
COc1ccc(Cc2nc3nccc(-c4ccco4)n3n2)cc1	-8%
Cc1c([C@@H]2C[C@H](NC(=O)c3ccccc3)C[C@H](C(C)(C)C)O2)cnn1C	18%
O=C(OCC(=O)N1CCCC1=O)c1cc(=O)c2cc(Cl)ccc2o1	8%
O=C(CSc1nc2ccccc2s1)Nc1ccc(F)cc1F	47%[activator]
CC(=O)NCc1cccs1	2%
COCCN1CCNc2cc(-c3ccc(Oc4ccccc4)cc3)ncc2C1	-6%[176 µM]
CN1CCCC1CCNc1nccc(-c2cnn(-c3ccccc3F)c2)n1 (stereo not given)	37%[activator]
CC1(CCCCN2CCOCC2)COc2ccc(C(=O)NCc3ccc(F)cc3)cc2N1 (stereo not given)	u
COc1ccc(OC)c([C@@H]2C[C@H](NC(C)=O)C[C@H](Cc3ccccc3)O2)c1	33%[activator]
COc1ccc(CN2C(=O)C(CC(=O)NCc3ccco3)CC(C(=O)N(C(C)C)C(C)C)=C2C)cc1 (stereo not given)	-12%
COc1ccccc1-c1noc2c1C(=O)N(Cc1cn(C3CCCC3)nn1)CC2	0%
COC(=O)CCCn1cc(CN2CC(N3CCCC3)CS2(=O)=O)nn1 (stereo not given)	u
Cc1ccc(N(CC(=O)NCC2CCCO2)S(=O)(=O)c2ccccc2)cc1 (stereo not given)	-1%
COc1ccc(-c2ccnc3nc(C4CCCO4)nn23)c(F)c1 (stereo not given)	-3%
CCOC(=O)C1CCCCN1C(=O)c1cn(C(c2ccccc2)c2ccccc2)nn1 (stereo not given)	-4%
C=CCNC(=O)COC(=O)c1cc(-c2ccc(C)cc2)nc2ccccc12	7%
CCn1cc(CN2Cc3ccccc3OC(c3ccccc3OC)C2)c(C)n1 (stereo not given)	-11%
COc1ccc(Cl)cc1-c1ccc2c(c1)C(=O)N1CCN(C(=O)c3cnccn3)C[C@H]1C(=O)N2	59%
CN(C)c1ccc(-c2noc([C@@H]3CCCN3Cc3nc4ccccc4n3C)n2)cn1	95%[activator][176 µM]
O=C(OC12CC3CC(CC(C3)C1)C2)c1ccc(Br)c([N+](=O)[O-])c1	75%[activator]
COCc1noc([C@@H]2CN(Cc3ccc(C)cn3)C[C@H]2COC)n1	91%[activator]
COC(=O)Cc1ccc(OC2(C)CCN(Cc3ccc(-c4ccccn4)cc3)C2)cc1 (stereo not given)	11%
CCC(=O)N1Cc2ccccc2CC2(CCN(CC3CCOCC3)C2)C1 (stereo not given)	11%[6.33 µM]
CC1(C)CC(NC(=S)NC2CCCCC2)CC(C)(C)N1	-62%
Cc1cccc(-c2noc(CCC(=O)N3CCCC4(CCNCC4)CC3)n2)c1	27%
CCCn1c(CN2CCC(C)CC2)nc2c1c(=O)n(C)c(=O)n2C	13%
CCCn1ncc(C(=O)N2C[C@H](CO)C[C@H](CN3CCCC3)C2)c1C	21%
COc1ccc(NC(=O)N2C[C@@H](F)C[C@H]2C(=O)N2CCCCC2)c(C)c1	47%[activator]

Some of these compounds in order of heavy-atom count, rising.
SMILES	ALOX12 inh
CC1(C)CC(NC(=S)NC2CCCCC2)CC(C)(C)N1	-62%
COc1ccc(-c2ccnc3nc(C4CCCO4)nn23)c(F)c1 (stereo not given)	-3%
COCc1noc([C@@H]2CN(Cc3ccc(C)cn3)C[C@H]2COC)n1	91%[activator]
CCCn1ncc(C(=O)N2C[C@H](CO)C[C@H](CN3CCCC3)C2)c1C	21%
CCC(=O)N1Cc2ccccc2CC2(CCN(CC3CCOCC3)C2)C1 (stereo not given)	11%[6.33 µM]
COc1ccc(OC)c([C@@H]2C[C@H](NC(C)=O)C[C@H](Cc3ccccc3)O2)c1	33%[activator]
Cc1cccc(-c2noc(CCC(=O)N3CCCC4(CCNCC4)CC3)n2)c1	27%
COc1ccccc1-c1noc2c1C(=O)N(Cc1cn(C3CCCC3)nn1)CC2	0%
CN(C)c1ccc(-c2noc([C@@H]3CCCN3Cc3nc4ccccc4n3C)n2)cn1	95%[activator][176 µM]
COC(=O)Cc1ccc(OC2(C)CCN(Cc3ccc(-c4ccccn4)cc3)C2)cc1 (stereo not given)	11%
COc1ccc(Cl)cc1-c1ccc2c(c1)C(=O)N1CCN(C(=O)c3cnccn3)C[C@H]1C(=O)N2	59%
COc1ccc(CN2C(=O)C(CC(=O)NCc3ccco3)CC(C(=O)N(C(C)C)C(C)C)=C2C)cc1 (stereo not given)	-12%

The list goes on.
SMILES	ALOX12 inh
C=CCC(NC(=O)N(C)C)(C(=O)OC)C(C)O (stereo not given)	9%
COC[C@@H]1CN(Cc2cccc(C#N)c2)C[C@H]1c1ccccn1	47%[activator]
CC1(C(=O)NS(=O)(=O)c2cccc(F)c2)CCN1C(=O)Cc1ccccc1 (stereo not given)	u
N#Cc1c(-c2ccccc2)cc(-c2cccs2)nc1SCCS(=O)Cc1ccccc1 (stereo not given)	u
COc1cc(OC)c(NS(=O)(=O)c2cc(C(=O)N3CCC3)ccc2C)cc1Cl	-29%
COc1ccc(C(C)=O)cc1COc1ccc(C#N)cc1	u
O[C@@H]1C[C@@H](c2nc(-c3ccc4c(c3)OCO4)no2)N(CC2CC2)C1	-11%[176 µM]
O=C(NCc1cccnc1)c1nc(-c2ccc(F)cc2)c2ccccn12	21%
COc1cc(-c2ccc(Cl)cn2)cc2c1OCCN(S(=O)(=O)C[C@]13CC[C@H](CC1=O)C3(C)C)C2	9%
N#Cc1ccccc1OCC(=O)c1ccc2ccccc2c1	19%
CC1(C(=O)NC2CCc3ccccc32)CCN1CCc1ccccc1 (stereo not given)	-12%
CCN(Cc1ccc(Br)s1)C(=O)CSc1nnc(C2CC2)n1C1CC1	5%
Cc1nn(-c2ccc(C(F)(F)F)cc2)c(C)c1[C@@H]1C=C[C@@H](NC(=O)c2ccc(N(C)C)cc2)C1	u
CN(C)C(=O)c1ccc(CC2CC(=O)N(c3ccccc3)C2)nc1 (stereo not given)	10%
CC1=C(C(=O)N2CCOCC2)CC(CC(=O)NC2CCCCC2)C(=O)N1Cc1ccc(C(C)(C)C)cc1 (stereo not given)	0%
O=C(N[C@H](C(=O)N1CCC[C@H]1C(=O)NCCc1ccccc1Cl)C1CCCCC1)c1cccs1	-29%
CCOCCCNC(N)=S	u
O=C(Cn1ccc2ccc(Cl)cc21)Nc1ccc2c(c1)OCO2	18%
CC(C)(C)OC(=O)N1CCC2CCN(CCc3ccccc3)CC21 (stereo not given)	-9%
CC(=O)Oc1ccc2c(C)c(CC(=O)NC3CCCCCC3)c(=O)oc2c1OC(C)=O	u
COc1ccccc1-c1ccnc(-n2ncc(C(=O)NCc3ccncc3)c2C)n1	9%
O=C(NCc1ccccn1)c1ccc(C2CCCCC2)cc1	7%
COc1cccc(CNC(=O)c2c(OC)cc(=O)n3c2CCN(C(=O)C2CC24CCCCC4)CC3)c1 (stereo not given)	4%
O=C(NCc1nnc2ccc(-c3ccccc3)nn12)c1ccccc1OC(F)(F)F	29%
COc1ccc2c(C)cc(SCC(=O)N3CCCCC3)nc2c1	9%
Cc1ccc(NC(=O)C2CCN(C(=O)c3ncn4c3COC(c3ccccc3)C4)CC2)cc1 (stereo not given)	25%
CCc1nc2c(c(-c3ccc(Cl)cc3)n1)CCN([S+](=O)([O-])c1cccc(OC)c1)CC2	47%
Cc1cc(C(=O)N(Cc2ccco2)C2CC2)sc1C	u
C=CCn1c(SCC(=O)Nc2c(C)n(C)n(-c3ccccc3)c2=O)nnc1-c1ccncc1	-4%
O=C(CCc1ncc(-c2ccc(F)cc2F)o1)NCc1ccc(C(=O)N2CCCC2)cc1	-33%
CC(=O)NNC(=O)COC(=O)c1ccccc1Sc1ccccc1C#N	5%
O=C(c1cc(Br)cn2ccnc12)N1CCC(N2CCNC2=O)CC1	14%
Cc1onc(-c2ccccc2)c1-c1nnc(COC(=O)c2ccc(F)cc2)o1	-16%
COc1ccccc1C1CN(CC(=O)N[C@H]2CCCCNC2=O)Cc2ccccc2O1 (stereo not given in full)	6%
O=C1OCC2=C1C(c1ccccc1)NC(=O)N2CC(=O)N1CCOCC1 (stereo not given)	4%
O=C(CCCc1ccccc1)N1CCC[C@H]1c1nc(-c2ccccc2Cl)no1	44%[activator]
COc1ccc(Cl)cc1-n1nnc(C(=O)Nc2cccc(C(F)(F)F)c2)c1C	-6%
O=C(NCC(O)COc1ccc(C(F)(F)F)cc1)C1CCC1 (stereo not given)	3%
Cc1cc(C)cc(NC(=O)C2CC(=O)N(C(C)(C)C)C2)c1 (stereo not given)	1%
CC1(C(=O)NCc2ccccc2Br)CCN1C(=O)C1(c2ccc(Cl)cc2)CC1 (stereo not given)	-1%
Cc1ccc(SCCC(=O)Nc2c(C)nn(C)c2C)cc1C	-2%
CC[C@@]1(O)CCN(C(=O)c2ccc(OC)c(N3CCOCC3)c2)C[C@H]1O	10%
Cc1nc(C2CCCCN2C(=O)Cc2ccccc2)n[nH]1 (stereo not given)	u
O=C(O)c1cnc(-c2ccc(F)cc2)nc1-c1ccncc1	16%
COc1ccc(C(=O)c2ccccc2C)cc1	0%
CC(C)(C)c1ccc2c(c1)Oc1cc(C(C)(C)C)ccc1OCCOCCOCCO2	-10%
Cc1cc(F)ccc1C(O)c1ncc(-c2ccc(Cl)cc2)[nH]1 (stereo not given)	u
CN(CC1CCCCC1)[C@@H]1CC[C@@]23CCCN2C(=O)CCC[C@H]3[C@H]1Cc1ccccc1	-22%
CC(C)(C)C1CCC(=NNC(=O)Cc2ccccc2)CC1 (stereo not given)	41%
Cc1noc(C)c1CC(=O)N1CCCn2cc(-c3ccccc3)nc21	-2%
CCc1nc(NC2CCCC2)ncc1C(=O)O	15%
CC12CCC(C/C1=N\NC(N)=S)C2(C)C (stereo not given)	u
Cc1cccc(OC[C@H]2C[C@@H](NCc3cccc4c3OCO4)[C@H](O)[C@@H]2O)n1	20µM*
CC(=O)c1cccc(NC(=O)Cn2c(=O)n(-c3cccc(C)c3)c(=O)c3c2cc(C)n3C)c1	21%
Cc1[nH]nc(CCC(=O)N2CCC3(CCCN(CC(C)(C)C)C3)C2)c1C (stereo not given)	22%
CCN(CC)c1ccc(NC(=S)Nc2ccccc2)cc1	u
CC(=O)c1ccc(NC(=O)O[C@@H]2CO[C@H]3[C@@H]2OC[C@@H]3n2nnnc2-c2ccc(CN3CCOCC3)cc2)cc1	0%
O=C(NC1CCc2nnc(C3CC3)n2CC1)c1ccco1 (stereo not given)	51%[activator]
Cc1nn(CC(=O)N[C@@H]2CCOC[C@H]2OCCO)c(=O)c2ccccc12	48%[activator]
O=C(CCc1c[nH]c2ccccc12)Nc1ccc(N2CCCCC2)cc1	u

More structures
SMILES	ALOX12 inh
CCCc1cc(NCc2ccccn2)n2ncc(-c3ccccc3)c2n1	26%
O=C(O)C[C@@H]1CCN(C(=O)c2ccc(F)cc2)C[C@@H]1CCN1CCOCC1	15%[176 µM]
CC1(C(=O)NS(=O)(=O)Cc2ccccc2)CCN1C(=O)Cc1ccccc1 (stereo not given)	0%
Cc1ccc(C(=O)N2CCN(C(=O)c3nnn4c3COC(c3ccccc3)C4)CC2)s1 (stereo not given)	23%
CC1CCCCN1C(C)CNC(=S)Nc1ccc(F)cc1F (stereo not given)	-9%
COc1ccc(CN2CCC(O)(c3csc(CN4CCN(C)CC4)n3)CC2)cc1	2%[176 µM]

Not all compounds are listed, so the mix of outcomes need not match the whole.
